# Screening results (PubChem)
# UPR CHOP act: activators of apoptotic arm of unfolded protein response (CHOP) | hit rate 0.34% among 330,000 | activation, % at 10 µM | AID 449763 | CHO-CHOP luciferase reporter, UPR activation, luminescence; percent of tunicamycin response over DMSO baseline;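 active means at 10 µM dose, activation of 40% or more, normalized to positive control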;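 further: 100% = tunicamycin at 10 µg/mL and 0% = DMSO alone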
#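 System: CHO-CHOP luciferase reporter cell line; amount: 500 cells/well; buffer or medium: F12 medium containing 10% fetal bovine serum; incubation: 6 h compound exposure at 37 °C after overnight seeding; measured by: luciferase luminescence after 10 min with Steady-Glo reagent; evaluation: % reporter activation, DMSO baseline versus tunicamycin full activation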
# APJ ag: activates the human apelin receptor APJ | CHO-K1 APJ PathHunter beta-arrestin, luminescence; 0% DMSO wells, 100% apelin | hit rate 0.11% among 330,000 | activation, % at 20 µM | AID 2520;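 active means activation more than six SD over the plate average, tested at 20 µM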;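 further: 0% = DMSO alone and 100% = apelin-13 at 10 nM; some results filed as inactive read as strong as hits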
#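 Assay system: engineered CHO-K1 APJ arrestin reporter cells; Amount: 1000 CHO-K1 reporter cells seeded per well; Dosing: one dose, 20 µM compound, 1% DMSO; Times: compound stimulation 90 min at 25 °C, detection 60 min; Measured by: luminescent beta-gal fragment complementation, chemiluminescent substrate; Read-out: APJ–arrestin association signal; Controls: DMSO vs Apelin-13 10 nM.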
# tim23-1 inh: tim23-1 yeast growth inhibition. hit rate 1.3% among 330,000. inhibition, % at 20 µM. S. cerevisiae tim23-1 growth, BacTiter-Glo luminescence, 24 h;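 active means growth inhibition of the mutant yeast at or above 50%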;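 further: temperature-sensitive mutant grown at 25 °C; plate controls were DMSO-treated mutant yeast for no effect and medium wells lacking yeast for full effect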
# XBP1 UPR activ: activators of adaptive arm of unfolded protein response (XBP1); AID 463104; activation, % at 20 µM; CHO-XBP1 luciferase reporter, IRE1-XBP1 UPR activation, luminescence; percent of tunicamycin response, DMSO as zero; hit rate 0.33% among 330,000;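 active means versus positive control, 20 µM dose yields 30% or more activation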;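 further: 100% = tunicamycin at 10 µg/mL and 0% = DMSO only wells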
#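 Test system: CHO-XBP1 luciferase reporter cells | Buffer or medium: Serum-containing F12 medium, 10% FBS | Schedule: 6 h compound exposure at 37 °C, 5% CO2 | Detection: Steady-Glo luciferase glow luminescence, 10 min after reagent addition | Read-out basis: Activation, % of tunicamycin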
# tim10-1 inh: inhibits growth of tim10-1 mutant yeast; inhibition, % at 20 µM; hit rate 2.2% among 330,000; S. cerevisiae tim10-1 ts strain growth, BacTiter-Glo, 24 h;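 active means inhibition of at least 40%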;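 further: mutant grown at 25 °C; 0% = DMSO wells with yeast and 100% = wells holding no yeast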
# TIM10 inh: inhibits growth of TIM10 yeast strain | S. cerevisiae TIM10 strain growth, BacTiter-Glo luminescence, 24 h | inhibition, % at 10 µM | hit rate 1.4% among 330,000 | AID 463195;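 active means inhibition of 40% or more at the single tested concentration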;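 further: wild-type TIM10 isogenic control strain grown at permissive 25 °C; 0% = DMSO yeast wells and 100% = minimal medium wells without yeast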
# Mdm2 MdmX PPI: inhibitors of human Mdm2/MdmX interaction. SaOS-2 split-luciferase Mdm2/MdmX complementation, luminescence. hit rate 3% among 330,000. O15151+Q00987. inhibition, % at 8 µM. AID 485346;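 active means inhibition of at least 50% at 8 µM in the primary screen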
# Target sequence (O15151 whole entry, looked up): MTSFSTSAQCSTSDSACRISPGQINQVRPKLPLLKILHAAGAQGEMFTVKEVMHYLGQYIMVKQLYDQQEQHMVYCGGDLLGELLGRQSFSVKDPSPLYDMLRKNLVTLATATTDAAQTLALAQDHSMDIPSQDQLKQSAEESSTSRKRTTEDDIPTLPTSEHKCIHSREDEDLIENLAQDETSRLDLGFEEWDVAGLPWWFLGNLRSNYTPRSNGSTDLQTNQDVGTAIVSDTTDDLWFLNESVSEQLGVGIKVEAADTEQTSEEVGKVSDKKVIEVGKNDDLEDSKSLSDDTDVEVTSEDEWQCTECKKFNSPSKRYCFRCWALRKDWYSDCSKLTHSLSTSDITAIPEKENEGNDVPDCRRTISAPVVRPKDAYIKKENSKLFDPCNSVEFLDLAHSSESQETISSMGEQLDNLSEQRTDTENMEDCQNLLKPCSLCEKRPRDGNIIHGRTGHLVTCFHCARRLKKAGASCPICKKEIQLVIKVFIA
# Target sequence (Q00987 whole entry, looked up): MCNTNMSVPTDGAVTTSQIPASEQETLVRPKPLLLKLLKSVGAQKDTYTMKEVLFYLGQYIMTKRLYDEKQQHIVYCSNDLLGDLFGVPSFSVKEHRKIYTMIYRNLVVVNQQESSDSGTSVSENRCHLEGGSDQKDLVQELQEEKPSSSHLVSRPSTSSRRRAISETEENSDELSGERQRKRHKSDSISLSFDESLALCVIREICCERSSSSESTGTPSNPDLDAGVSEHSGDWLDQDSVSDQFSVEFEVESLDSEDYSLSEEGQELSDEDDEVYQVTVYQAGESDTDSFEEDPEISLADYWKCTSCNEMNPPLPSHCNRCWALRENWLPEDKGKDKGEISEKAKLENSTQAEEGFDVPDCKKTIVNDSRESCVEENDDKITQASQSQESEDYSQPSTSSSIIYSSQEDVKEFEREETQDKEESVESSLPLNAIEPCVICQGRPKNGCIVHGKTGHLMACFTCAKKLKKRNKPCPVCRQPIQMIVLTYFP
# APJ antagonist: APJ receptor antagonism | CHO-K1 APJ beta-arrestin complementation, luminescence | inhibition, % at 20 µM | hit rate 0.32% among 330,000 | AID 2521;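 active means inhibition above about 40% at 20 µM, limit read from the data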;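 further: cells challenged with 10 nM apelin-13 agonist together with compound; plate controls were apelin-13 plus DMSO wells for no effect and DMSO wells lacking apelin-13 for full effect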
# CXCR6 block: inhibitors of human CXCR6 receptor; O00574; CHO-K1 PathHunter CXCR6 beta-arrestin, luminescence; inhibition, % at 20 µM; hit rate 0.36% among 360,000; in the data active means inhibition above about 34%, passing the limit was not always enough;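 further: antagonist mode with CXCL16 agonist at 10 nM final; 0% = 10 nM CXCL16 with DMSO and 100% = unstimulated wells without agonist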
# An asterisk follows results filed as active.
# Every second line gives: UPR CHOP act	APJ ag	tim23-1 inh	XBP1 UPR activ	tim10-1 inh	TIM10 inh	Mdm2 MdmX PPI	APJ antagonist	CXCR6 block
1) CC(=O)N(c1ccc(N(C(C)=O)S(=O)(=O)c2cccs2)cc1)S(=O)(=O)c1cccs1
→ 0.2	0.7	10.8	1.0	7.5	13.1	4.1	16.2	4.3
2) Cc1cc(C)c(C2=NOC3C4CCC(C4)C23)c(C)c1 (stereo not drawn)
→ 1.1	-3.6	26.0	-2.4	23.6	23.0	-19.8	11.1	-0.8
3) CC(C)(CO)NC(=O)c1ccc2c(c1)C(=O)c1ccccc1-2
→ 3.9	-1.7	10.9	-0.6	18.7	7.5	-26.0	19.6	-1.7
4) COc1cc(OC)c(C2C(C#N)=C(N)OC3=C2C(=O)CC(C)(C)C3)cc1OC (stereo not drawn)
→ -3.0	-2.4	3.7	-3.4	4.8	7.7	14.3	-6.1	2.9
5) CN(C)S(=O)(=O)c1ccc(C(=O)Nc2nc3ccccc3[nH]2)cc1
→ 4.4	-1.4	-13.2	2.5	6.0	3.3	-117.2	1.7	7.5
6) CCOc1cc(C(N)=O)cc(Br)c1OCc1ccccc1
→ 0.7	-3.3	32.8	2.8	-1.8	6.0	4.1	3.8	0.5
7) COC(=O)C1=C(O)/C(=C\c2ccc(CNS(=O)(=O)c3ccc(Cl)cc3)o2)N=C1C
→ -0.3	-0.7	4.9	-1.9	7.7	-1.8	-0.5	8.6	3.9
8) CSc1ncc(CN2CCN(CCC(C)C)C(CCO)C2)cn1 (stereo not drawn)
→ -0.2	-1.1	4.0	0.1	5.1	-8.6	0.9	-17.5	5.5
9) COc1cc2c(cc1NC(=O)COC(=O)CNC(=O)c1ccccc1)oc1ccccc12
→ 4.3	-3.8	0.9	1.5	22.9	26.5	-19.1	5.7	6.6
10) Cc1ccc2c(c1)-c1cc(C)nn1C(c1sccc1C)N2 (stereo not drawn)
→ 1.4	-1.4	37.1	4.8	12.6	-1.3	-4.8	-6.4	4.1
11) COc1ccccc1Oc1coc2cc(OC(=O)N3CCOCC3)ccc2c1=O
→ -0.2	-1.3	22.0	0.1	19.6	10.0	12.4	-3.2	3.3
12) CC(=O)NCCC(=O)Nc1ccc(C)c(F)c1
→ -1.5	6.4	14.4	-1.4	5.7	-7.1	10.5	7.6	-6.5
13) Cc1cc(C(=O)O/N=C(\N)c2ccncc2)ccc1[N+](=O)[O-]
→ 4.7	15.7	10.6	0.5	12.6	4.4	-52.7	-39.2	-15.3
14) CCOc1ccc(OCC)c(NC(=O)C2CCN(c3nn4c(=O)cc(C)nc4s3)CC2)c1
→ 5.6	-3.3	-7.6	7.0	-1.5	0.9	18.8	-1.0	-14.1
15) CCN1CCN(c2ncnc3c2cnn3-c2ccccc2)CC1
→ 14.8	-1.5	-9.4	-0.5	-1.1	0.0	-14.1	12.0	0.7
16) CC(C)c1onc(C(=O)NC2CCCCC2)c1[N+](=O)[O-]
→ -1.4	-3.9	14.4	-3.5	17.1	1.2	2.3	5.3	3.3
17) COc1ccc(C(=O)/C=C2/c3ccccc3CC(C)(C)N2C)cc1
→ 0.1	-5.0	39.0	7.9	46.7*	20.4	37.5	5.0	12.3
18) Cc1cc2cc(CNC(=O)Cc3cccs3)ccc2n1C
→ 2.2	-2.6	8.2	9.0	2.3	-3.5	13.9	15.1	3.6
19) Cc1cc(=O)cc(C)n1-c1ccc2c(c1)nc(C)n2-c1ccccc1
→ -1.9	-1.4	-7.8	0.8	-3.7	-17.6	14.5	-22.2	1.8
20) CC(C)c1ccc(NC(=O)COc2ccccc2)cc1
→ 4.0	1.4	15.0	2.3	-6.2	-5.0	-1.4	4.9	-5.7
21) COC(=O)C1=C(C)N=C2SC(C)C(=O)N2C1/C=C/c1ccccc1OC (stereo not drawn)
→ -2.3	-3.0	19.8	-0.5	27.6	23.6	-13.1	7.9	-4.8
22) COc1ccc(C2=NOC(C(=O)NCC(C)C)C2)cc1 (stereo not drawn)
→ 1.9	-2.6	-1.4	-0.5	0.3	-8.9	-42.4	14.1	-7.2
23) COc1ccc(NC(=O)c2ccc(NC(=O)CN3CCC(C(N)=O)CC3)cc2)cc1
→ -0.3	-0.9	10.9	1.1	15.6	-1.3	-5.4	-5.7	-9.9
24) COc1ccccc1NC(=O)CCN1C(=O)C2C3CCC(C3)C2C1=O (stereo not drawn)
→ -0.4	1.0	-11.4	-5.2	-4.6	-5.1	20.6	2.4	-1.5
25) O=C(Nc1cccc(C(F)(F)F)c1)c1cccnc1N1CCOCC1
→ -3.5	-2.8	10.1	-3.3	8.4	2.0	-4.3	9.4	6.0
26) CC1CCCN(S(=O)(=O)c2ccc(NC(=O)C3CC(=O)N(c4ccccc4)C3)cc2)C1 (stereo not drawn)
→ 2.2	-1.8	18.8	0.3	17.6	-1.2	1.8	-1.1	3.6
27) NC(=S)N/N=C/c1cccc(O)c1O
→ -1.0	1.9	14.4	-1.0	-2.0	-7.4	20.6	-33.6	-5.0
28) CC(C)c1ccc(NC(=O)c2cc(Br)ccc2Br)cc1
→ 2.6	-1.0	15.7	-0.2	11.7	18.2	-0.2	-4.3	0.2
29) CC1CCN(C(=O)Nc2ccc3nsnc3c2)CC1
→ 1.8	-0.9	9.3	-1.7	-3.6	1.9	0.2	-5.4	4.3
30) CSc1sccc1/C=C(/C#N)C(=O)c1ccco1
→ -0.8	0.1	43.6	-1.9	18.8	11.4	-3.8	10.2	2.8
31) NC(=O)C1CCN(CC(=O)NC2CCCc3ccccc32)CC1 (stereo not drawn)
→ -1.1	-1.8	0.2	-3.9	7.6	-2.1	4.8	5.7	-0.6
32) COc1ccc(CCNC(=S)NCCc2c[nH]c3ccccc23)cc1
→ 3.8	-2.4	-11.0	-0.3	0.4	0.5	7.8	-8.1	1.2
33) COc1ccc(OC)c(N2C(=O)CCCC2=O)c1
→ -0.3	-2.5	16.3	-5.6	3.7	-0.2	-0.7	-6.3	-0.4
34) O=C(NNC(=O)C1CC(c2cccnc2)=NO1)Nc1ccccc1F (stereo not drawn)
→ -0.7	-2.8	-6.5	4.2	1.1	-6.2	6.9	-25.1	-1.1
35) Cc1ccc2nc(C)c3c(c2c1)SCC3
→ -1.3	-3.1	4.2	0.9	-2.9	8.4	24.9	7.0	7.1
36) COCCN(C(=O)COC(=O)CCc1c[nH]c2ccccc12)c1c(N)n(Cc2ccccc2)c(=O)[nH]c1=O
→ 0.2	-3.8	-12.6	0.2	-15.2	-5.8	12.7	-2.5	2.5
37) O=C(O)C1Cc2ccccc2CN1C(=O)CSc1nnc2ccccn12 (stereo not drawn)
→ -0.7	-2.4	1.8	0.9	0.9	11.7	5.3	8.1	-6.7
38) COc1ccc(CCNCC(O)COc2ccc(Cl)cc2)cc1OC (stereo not drawn)
→ 2.3	5.2	-17.8	-2.9	16.7	-10.0	28.7	-36.3	-3.1
39) CCC(=O)Nc1nn(CC(C)C)c2nc3ccc(C)cc3cc12
→ 0.2	0.3	16.0	-0.8	3.5	3.6	-6.9	1.4	3.9
40) COc1ccc(C)cc1NC(=O)CSc1ccc(-c2ccccn2)nn1
→ 1.5	0.7	47.7	-6.3	33.4	23.1	54.4*	2.6	2.7
41) Cc1ccc(NC(=O)CSCC(=O)OC(C)C(=O)Nc2ccccc2C)cc1 (stereo not drawn)
→ 2.1	-4.4	-17.0	-3.7	-14.5	5.9	14.6	5.6	-9.0
42) COc1ccc(-n2c(C)nnc2SCC(=O)N2CCOCC2)cc1
→ -0.7	1.7	-14.0	-4.1	-3.0	-9.4	16.7	2.9	-5.3
43) CC1CCc2cc(F)ccc2N1C(=O)CSc1nnc2c3ccccc3n(C)c2n1 (stereo not drawn)
→ -1.3	3.9	30.6	0.8	21.8	24.6	23.7	4.8	12.4
44) Cc1cc(Br)ccc1NC(=O)CN(C)C(=O)c1ccc2ccccc2n1
→ 0.2	-2.6	18.4	-0.5	-1.3	-5.3	-20.2	-2.9	8.3
45) O=C(COc1ccc(S(=O)(=O)NC2CCCCC2)cc1Cl)NCC1CCCO1 (stereo not drawn)
→ -1.2	-2.9	-3.6	-1.3	0.4	5.2	23.1	-1.4	-3.4

# In another format: entries from further up
39: CCC(=O)Nc1nn(CC(C)C)c2nc3ccc(C)cc3cc12
43: CC1CCc2cc(F)ccc2N1C(=O)CSc1nnc2c3ccccc3n(C)c2n1 (stereo not drawn)
35: Cc1ccc2nc(C)c3c(c2c1)SCC3
assay / entry | 39 | 43 | 35
UPR CHOP act | 0.2 | -1.3 | -1.3
APJ ag | 0.3 | 3.9 | -3.1
tim23-1 inh | 16.0 | 30.6 | 4.2
XBP1 UPR activ | -0.8 | 0.8 | 0.9
tim10-1 inh | 3.5 | 21.8 | -2.9
TIM10 inh | 3.6 | 24.6 | 8.4
Mdm2 MdmX PPI | -6.9 | 23.7 | 24.9
APJ antagonist | 1.4 | 4.8 | 7.0
CXCR6 block | 3.9 | 12.4 | 7.1

# (more compounds)
# Every second line gives: UPR CHOP act	APJ ag	tim23-1 inh	XBP1 UPR activ	tim10-1 inh	TIM10 inh	Mdm2 MdmX PPI	APJ antagonist	CXCR6 block
46) COc1cc(OC)cc(-c2c(-c3ccc(F)cc3)c3cc(-c4ccc(OC)nc4)ccc3n2C)c1
→ -0.1	-3.7	-10.8	4.6	-2.0	-3.9	52.0*	0.2	-4.8
47) CCCC1(c2ccccc2)NC(=O)N(CC(=O)Nc2ccc(N3CCOCC3)cc2)C1=O (stereo not drawn)
→ 0.3	-1.3	-15.6	0.4	-13.2	2.6	18.0	8.9	3.4
48) C=CCSc1nc2c(c(=O)n(C)c(=O)n2C)n1CC
→ 0.8	-2.9	-2.0	-1.8	13.3	6.2	11.9	-16.4	3.2
49) O=C(c1ccc(F)cc1)C1CCN(C(=O)Nc2ccc(F)cc2)CC1
→ -0.1	5.5	13.3	-0.2	8.8	-1.3	29.0	8.9	-9.2
50) O=C(Nc1cccc(S(=O)(=O)N2CCCCCC2)c1)c1ccc(=O)[nH]c1
→ 1.1	-1.9	-10.7	-2.2	-5.8	1.5	29.0	13.0	1.4
51) O=C(NCCCN1CCOCC1)c1ccc(Sc2cccc(Cl)c2)c([N+](=O)[O-])c1
→ 1.1	-3.0	-15.0	-0.4	17.9	8.4	1.6	6.5	5.5
52) CCN1CCN(C(=O)/C=C/c2ccc(C)cc2)CC1
→ 2.3	-9.4	-16.2	-3.9	-22.2	-6.2	1.1	-8.6	4.1
53) CNc1ccc(C(=O)OCC(=O)NC(=O)NC2CCCC2)cc1[N+](=O)[O-]
→ 0.1	-2.1	7.8	-1.0	18.1	4.5	3.4	4.7	20.0
54) Cc1cc(C)c(C#N)c(Nc2ccc3c(c2)OCCO3)n1
→ 1.4	-2.3	13.2	1.6	8.5	11.8	-4.6	-58.2	0.8
55) COc1ccc(CNC(=O)c2ccc(CS(=O)Cc3cccc(Cl)c3)o2)cc1 (stereo not drawn)
→ -0.5	-2.9	3.0	-6.2	4.6	-10.1	9.7	7.5	1.9
56) COc1ccc(NCc2nnc(SCc3ccccc3)n2-c2ccc(OC)cc2)cc1
→ -0.2	-3.1	37.4	-2.2	49.4*	28.9	0.0	-1.5	1.8

# This is a subset. The share of hits here may be higher or lower than overall.
